AMPAR-TARP mod: modulators of GluA2-stargazin AMPA receptor complexes, primary screen, cell-based, membrane potential dye; Voltage-dependent calcium channel gamma-2 subunit (Mus musculus) + Glutamate receptor 2 …; HEK293 GluA2+stargazin, membrane potential dye (FDSS), glutamate EC50; hits were called plate by plate, in both directions; calls only at 30 µM; hit rate 3.5% among 40,000; AID 1259245, 2017;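 active = any of four per-well response measures lying three or more SD from its plate-wide compound average, in either direction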
Target sequence (O88602 whole entry, looked up): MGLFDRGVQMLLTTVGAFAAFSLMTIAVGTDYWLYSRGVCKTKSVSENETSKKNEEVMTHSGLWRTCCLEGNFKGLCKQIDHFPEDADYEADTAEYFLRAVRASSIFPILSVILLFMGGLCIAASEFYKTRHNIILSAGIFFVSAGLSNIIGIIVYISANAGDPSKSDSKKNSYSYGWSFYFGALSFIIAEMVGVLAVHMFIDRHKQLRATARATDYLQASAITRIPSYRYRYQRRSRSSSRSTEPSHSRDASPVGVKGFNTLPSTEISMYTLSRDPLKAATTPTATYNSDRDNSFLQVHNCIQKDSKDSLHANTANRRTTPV
Target sequence (P19491 whole entry, looked up): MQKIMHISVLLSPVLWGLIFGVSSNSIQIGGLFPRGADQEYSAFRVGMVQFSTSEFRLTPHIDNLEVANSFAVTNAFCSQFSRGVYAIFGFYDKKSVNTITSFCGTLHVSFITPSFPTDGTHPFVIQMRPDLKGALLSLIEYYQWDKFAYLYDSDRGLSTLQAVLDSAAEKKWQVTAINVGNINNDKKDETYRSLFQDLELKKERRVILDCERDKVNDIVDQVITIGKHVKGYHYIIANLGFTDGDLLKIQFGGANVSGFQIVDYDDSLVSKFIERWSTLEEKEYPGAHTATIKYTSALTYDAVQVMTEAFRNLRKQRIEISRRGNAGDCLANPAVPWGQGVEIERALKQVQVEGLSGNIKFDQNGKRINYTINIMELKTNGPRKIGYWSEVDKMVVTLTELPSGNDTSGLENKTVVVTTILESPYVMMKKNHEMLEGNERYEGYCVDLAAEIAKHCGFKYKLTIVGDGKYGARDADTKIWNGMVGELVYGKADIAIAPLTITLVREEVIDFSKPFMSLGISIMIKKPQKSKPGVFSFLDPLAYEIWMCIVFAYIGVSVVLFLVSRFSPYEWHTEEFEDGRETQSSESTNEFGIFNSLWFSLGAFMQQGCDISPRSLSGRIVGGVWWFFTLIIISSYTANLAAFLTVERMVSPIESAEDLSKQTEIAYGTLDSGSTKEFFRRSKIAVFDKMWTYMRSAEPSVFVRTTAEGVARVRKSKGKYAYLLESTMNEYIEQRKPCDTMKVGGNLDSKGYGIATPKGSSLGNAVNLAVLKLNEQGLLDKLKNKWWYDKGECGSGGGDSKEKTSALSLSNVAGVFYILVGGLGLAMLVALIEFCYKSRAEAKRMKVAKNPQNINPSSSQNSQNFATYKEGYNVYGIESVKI
AMPAR-TARP mod agonism max-min: further read-out of AMPAR-TARP mod, marked with its call; compound max-min signal; compound-alone response (agonism);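 unitless range of fluorescence divided by baseline over first 100 seconds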
AMPAR-TARP mod glutamate slope: second read-out of AMPAR-TARP mod, no call of its own (marks repeat the call); glutamate slope, % of max; measured here: glutamate response slope, % max;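 scaled per plate between vehicle wells and maximal 1 mM glutamate control wells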
* marks the source's active call; other numbers are inactive results; i = inactive; + = active, no number. Only part of the results is shown; the hit share may differ from the screen's.

| Molecule | AMPAR-TARP mod | AMPAR-TARP mod agonism max-min | AMPAR-TARP mod glutamate slope |
| --- | --- | --- | --- |
| Cc1cc(NCc2ccc3c(c2)OCO3)nc(-n2cc([N+](=O)[O-])cn2)n1 | i | 0.11 | 57 |
| O=C(c1ccc(N2CCCCS2(=O)=O)cc1)N1CCOCC1 | i | 0.086 | 52 |
| COc1ccc2c(=O)c(Oc3ccc(C(=O)Nc4ccccc4C)cc3)coc2c1 | i | 0.035 | 28 |
| CCOC(=O)N1CCN(C(=O)CSc2ccc(NC(=O)c3ccco3)nn2)CC1 | i | 0.074 | 45 |
| Cc1ccc(-n2ncc3c(=O)n(NC(=O)c4ccccc4)cnc32)cc1 | i | 0.075 | 75 |
| CCn1nnc2c(N3CCCC3)ncnc21 | i | 0.12 | 60 |
| Cc1cccc2c3nc4ccccc4nc3n(C)c12 | i | 0.097 | 50 |
| COc1ccc(-n2nnc3c(N4CCN(C(=O)c5ccco5)CC4)ncnc32)cc1 | i | 0.14 | 62 |
| Cc1cccc2sc(NC(=O)c3ccc(=O)n(Cc4ccc(Cl)cc4)c3)nc12 | i | 0.12 | 47 |
| COc1ccc(NC(=O)NCCNc2cc(-n3nc(C)cc3C)nc(C)n2)c(C)c1 | i | 0.082 | 61 |
| Cc1ccc2nc3c(cc(C(=O)N4CC(C)OC(C)C4)n3C)c(=O)n2c1 (stereo not given) | i | 0.11 | 61 |
| COc1ccccc1CCNC(=O)C(=O)Nc1nccs1 | i | 0.094 | 60 |
| COc1ccc(CC(=O)NCC(c2ccc(F)cc2)N2CCOCC2)cc1 (stereo not given) | i | 0.077 | 61 |
| COc1ccccc1NC(=O)c1cc(-c2ccc(Cl)cc2)oc1C | i | 0.1 | 53 |
| Cc1cccc(NC(=O)c2cc(-c3ccco3)n(C3CCS(=O)(=O)C3)n2)c1C (stereo not given) | i | 0.052 | 62 |
| COc1cn(-c2ccc(F)cc2)nc1C(=O)NCc1cccs1 | i | 0.09 | 58 |
| Cc1nn(-c2nc3c(c(=O)n(CC(N)=O)c(=O)n3C)n2CCCc2ccccc2)c(C)c1C | i | 0.041 | 50 |
| O=C(Cc1csc(Nc2ccccc2)n1)Nc1ccc2c(c1)OCO2 | i | 0.12 | 66 |
| O=C(NCC1(O)CCc2ccccc21)NC1CCCCC1 (stereo not given) | i | 0.029 | 55 |
| Cc1cc(NC(=O)CSc2nc3ccc(N4CCOCC4)cc3c(=O)n2Cc2ccccc2)n[nH]1 | i | 0.12 | 82 |
| COc1ccc(-n2c(C)c(C)n3c4c(=O)n(CCN5CCOCC5)c(=O)n(C)c4nc23)c(OC)c1 | i | 0.097 | 67 |
| Cc1cc(C(=O)N2CCOCC2)nn1CC(=O)NCCc1c[nH]c2ccccc12 | i | 0.11 | 61 |
| COc1ccc(S(=O)(=O)Nc2nc(C)c(C(=O)NCc3cccs3)s2)cc1 | i | 0.057 | 43 |
| CC(C)(C)OC(=O)COc1ccc2c(=O)c(-c3ccccc3)coc2c1 | i | 0.041 | 48 |
| CSCCC(C)(O)CNC(=O)c1ccc(-c2ccccc2)cc1 (stereo not given) | i | 0.076 | 63 |

The results go on.
| Molecule | AMPAR-TARP mod | AMPAR-TARP mod agonism max-min | AMPAR-TARP mod glutamate slope |
| --- | --- | --- | --- |
| CCCN(CCC)S(=O)(=O)c1cc(C(C)C)c(C)cc1OC | i | 0.041 | 61 |
| CC1CCc2cc(F)ccc2N1S(=O)(=O)c1ccc(Cl)cc1 (stereo not given) | i | 0.069 | -6 |
| CCn1nc(C)cc1C(=O)Nc1nnc(-c2ccno2)o1 | i | 0.091 | 40 |
| COCC(=O)N1CCC2(CC1)NC(=O)N(CCc1ccccc1)C2=O | i | 0.055 | 38 |
| O=C(Cn1nc(C(=O)Nc2ccccc2)ccc1=O)Nc1cc(C(F)(F)F)cc(C(F)(F)F)c1 | i | 0.11 | 62 |
| COc1cccc(C(=O)NCCS(=O)(=O)NCc2ccc3c(c2)OCO3)c1 | i | 0.097 | 68 |
| COc1ccc(S(=O)(=O)NCC2CCN(C3CCCC3)CC2)cc1 | i | 0.038 | 49 |
| CC(=O)NNC(=O)c1cccn(Cc2ccc(Cl)c(Cl)c2)c1=O | i | 0.047 | 55 |
| Cc1ccc(NC(=O)C(=O)NCC(c2cccc3ccccc23)N2CCOCC2)c([N+](=O)[O-])c1 (stereo not given) | i | 0.14 | 63 |
| O=C(Cc1ccc(NC(=O)c2ccc(F)cc2Cl)cc1)NCc1cccs1 | i | 0.086 | 59 |
| CC(=O)N1CC(C(=O)NCc2cccnc2)C1 | i | 0.07 | 63 |
| CN(C)C(CNC(=O)C1CCN(S(C)(=O)=O)CC1)c1ccccc1Cl (stereo not given) | i | 0.13 | 28 |
| O=C(Cc1cc(-c2ccc(Cl)cc2)on1)NCCN1CCOCC1 | i | 0.053 | 49 |
| CN(C)C(C#N)c1cccn1C (stereo not given) | i | 0.047 | 45 |
| CN(C1CCCC1)S(=O)(=O)c1ccc(C(=O)Nc2nc(-c3ccc([N+](=O)[O-])cc3)cs2)cc1 | i | 0.055 | 53 |
| CCOC(=O)C1CCCN(C(=O)c2ccc(N3C(=O)C4CCCCC4C3=O)cc2)C1 (stereo not given) | i | 0.076 | 55 |
| Cc1cc(C(=O)Nc2ccc(C(N)=O)cc2)c(C)o1 | i | 0.099 | 56 |
| Cc1ccc(C)c(Cn2cc(C(=O)Nc3ccc(Cl)cc3Cl)ccc2=O)c1 | i | 0.029 | 52 |
| CCOC(=O)C1=C(C)N=c2s/c(=C/c3cnn(C)c3)c(=O)n2C1c1ccc(OC)cc1 (stereo not given) | i | 0.14 | 80 |
| CC(C)S(=O)(=O)c1ccc(C(=O)Nc2nnc(-c3cccs3)o2)cc1 | i | 0.12 | 65 |
| CC1(C(=O)Nc2ccc(C(=O)O)cc2)Cc2ccccc2C(=O)O1 (stereo not given) | i | 0.069 | 64 |
| COc1ccc(OC)c(-c2cc3ccc4c(c3oc2=O)CN(C2CC2)CO4)c1 | i | 0.078 | 48 |
| COc1ccc(NC(=O)c2cccc(N3C(=O)NC4CC3(C)Oc3ccccc34)c2)cc1 (stereo not given) | i | 0.16 | 59 |
| COc1ccc(S(=O)(=O)NCCOc2ccc(-c3ccc(C)cc3)nn2)cc1OC | i | 0.031 | 39 |
| CCCS(=O)(=O)NCC1CC(=O)N(c2ccc(OCC)cc2)C1 (stereo not given) | i | 0.042 | 58 |

Continued.
| Molecule | AMPAR-TARP mod | AMPAR-TARP mod agonism max-min | AMPAR-TARP mod glutamate slope |
| --- | --- | --- | --- |
| Cc1ccc(NC(=O)C(=O)NCC2CCN(C(=O)c3ccccc3F)CC2)cc1N1CCCC1=O | i | 0.16 | 80 |
| O=C(NC(c1ccccc1)c1ccccc1)N1CCC(c2nnc(C3CC3)o2)CC1 | i | 0.065 | 58 |
| CN1C(=O)N(C)C2(CCN(S(=O)(=O)c3ccc4ccccc4c3)CC2)C1=O | i | 0.071 | 58 |
| Cc1cc(C(=O)N2CCOCC2)nn1CC(=O)NCc1ccc(Cl)cc1 | i | 0.1 | 65 |
| CCOc1ccc(NC(=O)CN2CCN(CC(=O)c3ccc4c(c3)OCO4)CC2)cc1 | i | 0.073 | 38 |
| COCCn1c(=O)c2c(nc3n(-c4ccc(C)cc4C)c(C)cn23)n(C)c1=O | i | 0.05 | 54 |
| COc1ccc(CNC(=O)Cn2nc3c(c2NC(=O)c2ccc(C)c(C)c2)CSC3)cc1 | i | 0.14 | 64 |
| COc1ccc(-c2noc(C3CC(=O)N(c4cc(C)ccc4C)C3)n2)cc1 (stereo not given) | i | 0.069 | 74 |
| COC(=O)c1ccc2c(=O)n(CCC(=O)NCCCN3CCOCC3)c(=S)[nH]c2c1 | + | 0.08* | 41* |
| Cc1cccn2c(=O)c3cc(C(=O)N4CCN(c5ccccc5)CC4)n(Cc4ccccc4)c3nc12 | i | 0.11 | 47 |
| COc1cc(OC)cc(C(=O)Nc2ccc3c(c2)CCC(=O)N3C)c1 | i | 0.086 | 53 |
| CCC(=O)Nc1ccc(S(=O)(=O)NCCCN2CCN(c3ccccc3)CC2)c(C)c1 | i | 0.068 | 59 |
| COc1ccc(S(=O)(=O)c2ccc(=O)n(CC(=O)Nc3ccccc3F)n2)cc1 | i | 0.12 | 71 |
| O=C(NCC1CCN(C(=O)c2ccccc2F)CC1)Nc1cccs1 | i | 0.051 | 65 |
| COc1ccc(NC(=O)CSc2nnc(C3CC(=O)N(c4ccc(OC)c(Cl)c4)C3)o2)cc1 (stereo not given) | i | 0.081 | 54 |
| COc1cccc2sc(N(Cc3ccco3)C(=O)c3nc4ccccc4s3)nc12 | i | 0.082 | 58 |
| COc1cccc(OCCOCC(O)CN2CCN(c3cccc(Cl)c3)CC2)c1 (stereo not given) | i | 0.071 | 51 |
| Cc1ccc(-c2noc(-c3cn(CC(=O)Nc4ccc5c(c4)CCC5)c4nc(C)ccc4c3=O)n2)cc1 | i | 0.045 | 31 |
| CCOc1cc(C)c(Cl)cc1S(=O)(=O)NC1CC(C)(C)NC(C)(C)C1 | i | 0.074 | 60 |
| O=C(Nc1ccccc1Cl)N1CCC2(CC1)NC(=O)N(CCc1ccccc1)C2=O | i | 0.082 | 26 |
| O=C(c1ccc2c(c1)OCO2)N1CCN(c2ccc(Cl)cc2)CC1 | i | 0.06 | 63 |
| COCCn1c(=O)c2c(nc3n(-c4ccc(F)cc4)c(-c4ccccc4)cn23)n(C)c1=O | i | 0.091 | 66 |
| Cc1cccc(CC(=O)Nc2ccc3c(c2)N(C(=O)C(C)(C)C)CC3)c1 | i | 0.055 | 52 |
| CCN(CC)C(=O)Oc1ccc2c(=O)c(-c3ccc4c(c3)OCCO4)coc2c1 | i | 0.12 | 59 |
| COC(=O)c1ccc2c(=O)n(CC(=O)NC(C)c3ccccc3)c(=S)[nH]c2c1 (stereo not given) | i | 0.085 | 74 |

A second format for 23 compounds above:
The line under a structure holds: AMPAR-TARP mod, AMPAR-TARP mod agonism max-min, AMPAR-TARP mod glutamate slope
> CN1C(=O)N(C)C2(CCN(S(=O)(=O)c3ccc4ccccc4c3)CC2)C1=O
→ i, 0.071, 58
> Cc1cc(C(=O)N2CCOCC2)nn1CC(=O)NCc1ccc(Cl)cc1
→ i, 0.1, 65
> CCOc1ccc(NC(=O)CN2CCN(CC(=O)c3ccc4c(c3)OCO4)CC2)cc1
→ i, 0.073, 38
> COCCn1c(=O)c2c(nc3n(-c4ccc(C)cc4C)c(C)cn23)n(C)c1=O
→ i, 0.05, 54
> COc1ccc(CNC(=O)Cn2nc3c(c2NC(=O)c2ccc(C)c(C)c2)CSC3)cc1
→ i, 0.14, 64
> COc1ccc(-c2noc(C3CC(=O)N(c4cc(C)ccc4C)C3)n2)cc1 (stereo not given)
→ i, 0.069, 74
> COC(=O)c1ccc2c(=O)n(CCC(=O)NCCCN3CCOCC3)c(=S)[nH]c2c1
→ +, 0.08*, 41*
> Cc1cccn2c(=O)c3cc(C(=O)N4CCN(c5ccccc5)CC4)n(Cc4ccccc4)c3nc12
→ i, 0.11, 47
> COc1cc(OC)cc(C(=O)Nc2ccc3c(c2)CCC(=O)N3C)c1
→ i, 0.086, 53
> CCC(=O)Nc1ccc(S(=O)(=O)NCCCN2CCN(c3ccccc3)CC2)c(C)c1
→ i, 0.068, 59
> COc1ccc(S(=O)(=O)c2ccc(=O)n(CC(=O)Nc3ccccc3F)n2)cc1
→ i, 0.12, 71
> O=C(NCC1CCN(C(=O)c2ccccc2F)CC1)Nc1cccs1
→ i, 0.051, 65
> COc1ccc(NC(=O)CSc2nnc(C3CC(=O)N(c4ccc(OC)c(Cl)c4)C3)o2)cc1 (stereo not given)
→ i, 0.081, 54
> COc1cccc2sc(N(Cc3ccco3)C(=O)c3nc4ccccc4s3)nc12
→ i, 0.082, 58
> COc1cccc(OCCOCC(O)CN2CCN(c3cccc(Cl)c3)CC2)c1 (stereo not given)
→ i, 0.071, 51
> Cc1ccc(-c2noc(-c3cn(CC(=O)Nc4ccc5c(c4)CCC5)c4nc(C)ccc4c3=O)n2)cc1
→ i, 0.045, 31
> CCOc1cc(C)c(Cl)cc1S(=O)(=O)NC1CC(C)(C)NC(C)(C)C1
→ i, 0.074, 60
> O=C(Nc1ccccc1Cl)N1CCC2(CC1)NC(=O)N(CCc1ccccc1)C2=O
→ i, 0.082, 26
> O=C(c1ccc2c(c1)OCO2)N1CCN(c2ccc(Cl)cc2)CC1
→ i, 0.06, 63
> COCCn1c(=O)c2c(nc3n(-c4ccc(F)cc4)c(-c4ccccc4)cn23)n(C)c1=O
→ i, 0.091, 66
> Cc1cccc(CC(=O)Nc2ccc3c(c2)N(C(=O)C(C)(C)C)CC3)c1
→ i, 0.055, 52
> CCN(CC)C(=O)Oc1ccc2c(=O)c(-c3ccc4c(c3)OCCO4)coc2c1
→ i, 0.12, 59
> COC(=O)c1ccc2c(=O)n(CC(=O)NC(C)c3ccccc3)c(=S)[nH]c2c1 (stereo not given)
→ i, 0.085, 74

New compounds follow
| Molecule | AMPAR-TARP mod | AMPAR-TARP mod agonism max-min | AMPAR-TARP mod glutamate slope |
| --- | --- | --- | --- |
| O=C(NNC(=O)c1ccc(=O)n(Cc2ccccc2)c1)c1ccc(F)c(F)c1 | i | 0.074 | 51 |
| Cc1cc(C)n(-c2ccc(N3CCC(C(=O)Nc4cc(C)on4)CC3)nn2)n1 | i | 0.077 | 57 |
| CC1Cc2cc(-c3cc(CC(=O)NCCc4ccc(S(N)(=O)=O)cc4)no3)ccc2O1 (stereo not given) | i | 0.05 | 44 |
| COc1ccc(C(=O)NCCn2ncc3c(N4CCOCC4)ncnc32)cc1OC | i | 0.068 | 50 |
| CCN(CC)S(=O)(=O)c1ccc(NC(=O)c2ccc3c(c2)OCO3)cc1 | i | 0.17 | 63 |
| Cn1nc2c(c1NC(=O)C1CCN(S(=O)(=O)c3ccc(Cl)s3)CC1)CCC2 | i | 0.094 | 47 |
| CC(C)n1nccc1-c1nnc(NC(=O)c2cccs2)o1 | i | 0.057 | 33 |
| NS(=O)(=O)c1ccc(CCNC(=O)c2ccc(F)cc2)cc1 | i | 0.076 | 76 |
| CC(=O)Oc1ccc2c(=O)c(Oc3ccc(Cl)cc3)coc2c1 | i | 0.12 | 79 |
